Compound activity (PubChem)
D1 antag: human D1 dopamine receptor antagonism. P21728. HEK293 TREx D1 cells, calcium flux, dopamine EC80; stronger effect = lower value. activity change, negative = inhibition, % at 10 µM. 360,000 compounds, 3.2% hits. AID 504652; in the data active = activity change below about -30%; also: % is scaled to controls: 0 for no effect and ±100 for the full control effect
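Tetracycline-induced HEK293 T-REx cells with force-coupled D1 receptor were loaded with a no-wash calcium dye. Compound was added after a 10 s baseline and read kinetically for 180 s; EC80 dopamine was then added and calcium flux followed another 180 s.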
TRHR agonist: TRH receptor (human) agonism; AID 493084; TRHR cells, calcium flux fluo-8, FDSS agonist mode; P34981; 360,000 compounds, 0.18% hits; activation, % at 2 µM; also: 0% is about no effect
Target sequence (P34981 whole entry, looked up): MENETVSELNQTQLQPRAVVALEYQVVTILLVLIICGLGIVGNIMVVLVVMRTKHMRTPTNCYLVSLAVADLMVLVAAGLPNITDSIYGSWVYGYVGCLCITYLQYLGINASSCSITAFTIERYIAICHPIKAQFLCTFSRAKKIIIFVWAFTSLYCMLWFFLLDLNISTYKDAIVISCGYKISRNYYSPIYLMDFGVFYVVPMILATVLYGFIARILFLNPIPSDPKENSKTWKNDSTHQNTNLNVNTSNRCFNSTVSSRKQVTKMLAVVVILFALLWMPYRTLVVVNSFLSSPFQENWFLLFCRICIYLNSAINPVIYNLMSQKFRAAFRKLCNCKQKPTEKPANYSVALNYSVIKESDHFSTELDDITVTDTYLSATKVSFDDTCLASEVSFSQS
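In this calcium-flux screen, cells bearing human TRHR are dye-loaded with fluo-8, baselined for 10 cycles, then exposed to library compounds; positive kinetic calcium responses during the agonist phase mark hits, with TRH as control.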
RXFP1 antagonist: blocks the human relaxin receptor RXFP1 | Q9HBX9 | HEK293-RXFP1, relaxin-stimulated cAMP HTRF, 30 min; stronger effect = lower value | activity change, negative = inhibition, % at 57.5 µM | 350,000 compounds, 0.59% hits | AID 1259400;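 active = activity change of -60% or lower, but not beyond a set lower limit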; also: % is scaled to controls: 0 for no effect and ±100 for the full control effect
D2 potentiator: positively modulates the human D2 dopamine receptor allosterically; potentiation, % at 10 µM; HEK293 T-REx D2, calcium flux, EC20 dopamine potentiation; 340,000 compounds, 0.34% hits;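 active = potentiation over 3 SD above the plate norm, cut at about 30% in these data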; also: 0% is about no effect
Target sequence (P14416 whole entry, looked up): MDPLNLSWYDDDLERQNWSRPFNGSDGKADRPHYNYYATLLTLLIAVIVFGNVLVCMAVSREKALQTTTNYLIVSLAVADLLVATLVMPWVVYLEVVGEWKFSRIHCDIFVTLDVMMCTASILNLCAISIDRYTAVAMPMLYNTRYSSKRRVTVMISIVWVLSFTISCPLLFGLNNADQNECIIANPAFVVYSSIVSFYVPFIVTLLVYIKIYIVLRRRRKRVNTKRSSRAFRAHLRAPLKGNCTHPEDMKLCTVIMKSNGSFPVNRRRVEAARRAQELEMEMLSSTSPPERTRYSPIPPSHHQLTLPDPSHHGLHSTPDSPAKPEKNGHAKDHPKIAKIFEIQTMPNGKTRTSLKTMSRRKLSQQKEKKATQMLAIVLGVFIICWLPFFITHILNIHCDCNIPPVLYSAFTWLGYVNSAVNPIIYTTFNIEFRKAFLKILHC
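Potentiation of an EC20 dopamine calcium response measured kinetically over 180 s, after a preceding 180 s compound-only read flagging agonists. Cells: inducible Hek293 Trex D2 line, 4000/well, cultured overnight at 30 C before dye loading.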
D1 potentiator: potentiators of human D1 dopamine receptor; HEK293 TREx D1 cells, calcium flux, dopamine EC20 potentiation; 360,000 compounds, 0.036% hits; AID 504651; P21728; potentiation, % at 10 µM; in the data active = potentiation above about 30%; also: 0% is about no effect
D2 agonist: activates the human D2 dopamine receptor; activation, % at 2 µM; 340,000 compounds, 0.53% hits; HEK293 T-REx D2 cells, calcium flux agonist mode;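 active = activation over 3 SD above normal in the single-dose calcium agonist read, cut at about 30% in these data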; also: 0% is about no effect
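Agonism scored from kinetic calcium signal (1 read/sec, 180 s) following compound pin transfer, after a 10 s baseline. Cells: HEK293 Trex line expressing inducible D2 receptor coupled to calcium, dye-loaded after overnight culture at 30 C.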
D1 agonist: human D1 receptor agonism. 360,000 compounds, 1% hits. HEK293 T-REx D1 cells, calcium flux, agonist mode. activation, % at 2 µM; also: 0% is about no effect
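Tetracycline-induced HEK293 TREx D1 cells, force-coupled to calcium signalling, were dye-loaded with a no-wash calcium kit. Compound was pin-added after a 10 s baseline. Fluorescence was read kinetically at 1 cycle/s for 180 s, with calcium rises flagged as agonism.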
D2 antagonist: antagonists of human D2 dopamine receptor; P14416; HEK293 TREx D2 cells, calcium flux, dopamine EC80; inhibition, % at 10 µM; 340,000 compounds, 2% hits; AID 485344; in the data active = inhibition above about 30%; also: 0% is about no effect
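Dopamine at EC80 is the agonist stimulus; test compounds precede it by 180 s. Calcium flux read kinetically in a force-coupled, inducible HEK293 T-REx D2 cell line.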
TRHR enhancer: allosterically enhances the human TRH receptor | AID 493056 | enhancement, % at 2 µM | TRHR cells, fluo-8 calcium fluorescence, EC20 TRH enhancement | P34981 | 360,000 compounds, 0.66% hits; in the data active = enhancement above about 30%; also: 0% is about no effect
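Enhancer read-out: after compound pinning and an initial kinetic agonist-mode read, an EC20 of TRH (10 nM final) was injected and fluo-8 calcium signal (Ex 480/Em 530) followed at 1 s/cycle for 100 cycles in TRHR-expressing cells.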
An asterisk follows results filed as active; x = not tested or not shown; & = joins results of further samples. Rule as the data show it, unless noted: active = activation above about 30%; inactive = the rest.

SMILES	D1 antag	TRHR agonist	RXFP1 antagonist	D2 potentiator	D1 potentiator	D2 agonist	D1 agonist	D2 antagonist	TRHR enhancer
COc1ccc(OC)c(C2=Nn3c(nnc3-c3cc(OC)c(OC)c(OC)c3)SC2)c1	-4	0.4	1	15	-2	2.1	3	3	-2
Cc1ccc(NC(=O)c2cccc3c(=O)c4c([nH]c23)CCCC4)c(C)c1	1	-0.3	1	4	0	-0.1	4	x	1
CN(C)c1nc(N(C)C)nc(N(C#N)CN2C(=O)c3ccccc3C2=O)n1	7	1.0	x	8	0	0.7	4	-4	8
CC(C)(C)c1ccc(C(=O)C=[N+]=[N-])cc1	1	-0.7	-12	16	9	0.4	0	8	-1
CCCn1c(SCC(O)c2cccc(OC)c2)nc2ccccc21 (stereo unspecified)	5	-1.6	-28	8	-1	-1.0	0	x	0
O=C(Cc1ccc(S(=O)(=O)N2CCOCC2)s1)Nc1cc(Cl)ccc1Cl	39	0.8	-7	-5	-4	0.0	1	25	-5
Cc1ccc(N(C(=O)Cn2nnc(-c3ccc(C)o3)n2)C(C(=O)NC2CCCC2)c2ccncc2)cc1 (stereo unspecified)	-13	1.3	-6	15	1	0.8	6	-2	3
COc1ccc(C)cc1NC(=O)CN1CCN(C/C=C/c2ccccc2)CC1	5	-0.9	8	0	-7	-0.2	38*	1	3
CNC(=O)C(=O)NCCCN1CCOCC1	-1	0.2	x	1	3	0.3	1	-24	0
CCN(CC)c1cc2nc(C)n(Cc3ccccc3)c(=O)c2cc1NC(=O)C1CC1	-15	-0.1	2	-1	-2	0.4	1	-8	-3
O=C(CN1CCN(Cc2ccccc2Cl)C1=O)NCCc1ccc(Cl)cc1	-33*	-1.1	x	0	-1	x	3	x	-8
COc1ccc(CCNC(=O)C2CCN(S(=O)(=O)c3ccc(C)cc3)CC2)cc1	-35*	-0.7	4	6	-12	-1.6	8	-5	-13
O=C(c1cc(=O)[nH]c2ccccc12)N1CCN(c2cccc(C(F)(F)F)c2)CC1	22	1.0	-20	7	0	0.5	0	0	3
O=C(CC1SC(=Nc2ccc(OC(F)F)cc2)N(CCC2=CCCCC2)C1=O)Nc1ccccc1F (stereo unspecified)	3	1.9	-17	-3	-4	x	8	x	4
COc1ccc(C(C(=O)NCC2CCCO2)N(Cc2ccccc2)C(=O)c2snc(C(N)=O)c2N)cc1OC (stereo unspecified)	-1	0.3	-5	0	-4	0.8	3	17	1
COC(=O)c1oc2c(c1C)C(=O)CCC2	5	0.6	-8	-4	-1	0.2	3	1	3
CCOc1cc(CNC(=O)C2COc3ccccc3C2)cc(OCC)c1OCC (stereo unspecified)	0	-0.9	-21	6	-1	0.0	0	x	-4
CC(=O)N1CCN(S(=O)(=O)c2cccc(C(=O)N(C)Cc3ccc(C)o3)c2)CC1	-1	-0.2	4	-4	-3	-0.1	1	-8	4
COc1ccc(Cl)cc1S(=O)(=O)Nc1cccc(C(=O)O)c1	6	0.6	32	-1	2	0.1	3	9	4
CS(=O)(=O)NCCCNc1c(Cl)cccc1[N+](=O)[O-]	-1	-0.2	7	-3	7	0.4	2	-3	-7
Cc1cccc(C)c1NC(=O)CN(C)C(=O)c1cc(S(=O)(=O)N2CCOCC2)ccc1N1CCCC1	10	-0.1	-6	0	-5	0.6	0	-10	4
Cc1cccc(C)c1NC(=O)c1cc(S(=O)(=O)N2CCc3ccccc3C2)ccc1F	131	0.4	-3	9	5	1.0	1	x	-7
CC(OC(=O)c1cccs1)C(=O)NCc1ccccc1 (stereo unspecified)	-3	-0.8	1	0	-5	1.0	1	6	-1
Cc1ccccc1-c1nc(CN2CCC(C(=O)NC3CC3)CC2)c(C)o1	16	-0.1	-4	-10	-5	0.9	1	-5	0
CC(C)Oc1ccc(/C(O)=C2/C(=O)C(=O)N(CCCn3ccnc3)C2c2cccnc2)cc1 (stereo unspecified)	9	-0.1	2	-6	10	0.2	3	3	7
CCCC(=O)N1CCN(c2ccc(NC(=O)c3ccc([N+](=O)[O-])o3)cc2)CC1	-16	0.3	3	-3	-2	0.0	3	9	-3
CCc1ccc(-c2nc(SCC(=O)NCC3CCCO3)c(-c3ccc(F)cc3)[nH]2)cc1 (stereo unspecified)	-13	0.8	-23	-8	-2	3.6	2	x	-6
CCN(CC(=O)Nc1ccc2c(c1)OCCO2)C(=O)CCc1ccccc1Cl	4	0.5	7	-6	-1	-0.2	0	-11	2
Cc1cc(C(=O)O)c(CSc2ncn[nH]2)o1	-9	0.2	x	11	1	0.7	2	-12	2
O=c1c2cn(Cc3ccccc3)c3ccccc3c-2nn1Cc1ccc(F)cc1Cl	7	0.0	-9	-6	1	-0.4	0	3	-8
Cc1cc(C(=O)NP(=O)(N2CCOCC2)N2CCOCC2)c(C)n1-c1ccc(N(C)C)cc1	-1	-0.4	2	0	-8	-1.4	1	-10	12
O=c1[nH]cnc2scc(-c3ccc(F)cc3)c12	-8	-0.8	2	-3	-1	-0.2	1	-7	5
Cc1csc(NC(=O)C(C)N2C(=O)c3ccccc3S2(=O)=O)n1 (stereo unspecified)	3	0.1	12	29	-3	0.0	1	-7	3
CCN(Cc1ccccc1)C(=O)CCNS(=O)(=O)c1ccc2c(c1)CC(C)N2C(C)=O (stereo unspecified)	-10&-3	-1.1&-0.4	-9&-12	-4&-7	-4&-6	-0.2	8&7	-29	1&2
Cc1cccc(C(=O)N[C@H](C(=O)Nc2nnc(C3CC3)s2)C(C)C)c1	10	-0.2	-3	-3	0	0.3	1	-4	6
COC(=O)c1ccc(CSc2nnc(Nc3ccccc3OC)s2)o1	3	-0.4	-9	-7	-3	-0.5	3	-6	-1
Cc1c(/C=N/NC(=O)c2ccccc2O)c2ccccn2c1C(=O)c1ccc(F)cc1	-25	-0.8	x	x	-7	x	8	x	9
Cc1cccc(NC(=O)N2CCC(NC(=O)C3CCCCC3)CC2)c1	4	0.3	6	7	-13	-0.5	0	15	-5
CCc1cccc(-n2c(=O)c3cccnc3n2CC(=O)NCc2ccccc2Cl)c1	8	0.9	-20	-2	-4	0.0	3	x	-13
COc1ccc(OC)c(NC(=O)CN2C(=O)NC3(CCCc4ccccc43)C2=O)c1 (stereo unspecified)	2	-0.2	3	7	-1	0.8	-1	11	-3
CCOc1ccccc1N1CCN(C(=S)NCc2ccccc2)CC1	-21	0.1	1	8	-5	0.9	19	-5	4
CC/C(=C/c1sc2ccccc2[n+]1CC)SC	4	-1.9	-4	2	-2	x	1	x	-1
CCc1cc(C(=O)Nc2cnn(Cc3ccc(F)cc3)c2)no1	15	-1.8	4	-7	0	-0.5	-1	x	-3
CC(C)CCNC(=S)Nc1ccc2nc3n(c(=O)c2c1)CCCCC3	-12	0.6	-4	1	-6	-1.7	3	14	1
CCc1cccc(CC)c1NC(=O)CN1CC(C)SC1=NC1CCCCC1 (stereo unspecified)	-9	0.4	-1	-4	0	0.5	6	0	-19
CC(NC(=O)NC12CC3CC(CC(C3)C1)C2)C1CCCO1 (stereo unspecified)	3	-0.4	4	2	5	-0.9	-2	-32	7
COc1ccc(CCNC(=O)[C@H](C)N2C(=O)N3CCc4c([nH]c5ccccc45)[C@@]3(C)C2=O)cc1OC	-10	2.3	x	-2	-3	0.9	1	-7	-5
N[C@@H](Cc1ccccc1)c1nnc(SCc2ccccc2F)o1	1	-0.7	10	15	0	-1.3	0	-7	8
CCC(=O)c1ccccc1OCCCN1C(=O)NC(C)(C)C1=O	6	-0.1	21	-8	-8	1.3	2	17	-5
CCC(CC)C(=O)Nc1cccc(C(=O)Nc2ccc(S(N)(=O)=O)cc2)c1	11	-0.6	-17	-2	1	-2.3	2	9	-6
O=C(COC(=O)COc1ccc(Cl)cc1)NC1CCCC1	-33*	-1.1	9	0	2	-0.8	4	-2	5
CCOC(=O)c1[nH]c(C)c(C(=O)NCCN2CCOCC2)c1C	11	0.5	9	-6	-7	-0.1	0	0	-7
COc1cc2cc(CN(CCc3cccc(C)c3)C(=S)NCCCN3CCOCC3)c(=O)[nH]c2cc1OC	2	-0.5	-11	-11	0	0.2	3	-11	4
COc1ccc(N(CC(=O)Nc2cc(Cl)ccc2OC)C2=NC3CS(=O)(=O)CC3S2)cc1 (stereo unspecified)	-21	0.5	-5	-1	-12	0.3	4	-6	-1
CCN(CC)CCNC(=O)c1c2c(nc3ccccc13)C(=O)N(C1CCCCC1)C2	-12	0.4	-6	0	0	0.5	-1	x	6
O=C(Nc1ccc2nc(SCc3ccc(Cl)cc3)sc2c1)c1ccccc1C(=O)N1CCOCC1	-5	5.0	-16	-3	-5	5.9	3	16	-2
Cc1[nH]c2ccccc2c1C(=O)C(=O)NCCCn1ccnc1	11	0.2	-7	1	-2	1.1	9	6	-5
CC1=C(C(=O)OCc2ccccc2)C(c2ccccc2Cl)NC(=O)N1CCCC(=O)O (stereo unspecified)	-3	0.8	x	-11	-2	1.0	1	-15	-2
CCC(=O)N1CCc2cc(S(=O)(=O)NC(C(=O)NCCc3cccc(C)c3)C(C)C)ccc21 (stereo unspecified)	-62*	-0.7	4	1	-2	1.0	0	x	-2
CC(C)[C@H](NC(=O)c1ccco1)C(=O)N(C)Cc1c(F)cccc1Cl	-17	-0.2	-4	x	-8	-3.0	-1	11	-8

Given field by field: part of the list above
COc1cc2cc(CN(CCc3cccc(C)c3)C(=S)NCCCN3CCOCC3)c(=O)[nH]c2cc1OC
  D1 antag: 2
  TRHR agonist: -0.5
  RXFP1 antagonist: -11
  D2 potentiator: -11
  D1 potentiator: 0
  D2 agonist: 0.2
  D1 agonist: 3
  D2 antagonist: -11
  TRHR enhancer: 4

COc1ccc(N(CC(=O)Nc2cc(Cl)ccc2OC)C2=NC3CS(=O)(=O)CC3S2)cc1 (stereo unspecified)
  D1 antag: -21
  TRHR agonist: 0.5
  RXFP1 antagonist: -5
  D2 potentiator: -1
  D1 potentiator: -12
  D2 agonist: 0.3
  D1 agonist: 4
  D2 antagonist: -6
  TRHR enhancer: -1

CCN(CC)CCNC(=O)c1c2c(nc3ccccc13)C(=O)N(C1CCCCC1)C2
  D1 antag: -12
  TRHR agonist: 0.4
  RXFP1 antagonist: -6
  D2 potentiator: 0
  D1 potentiator: 0
  D2 agonist: 0.5
  D1 agonist: -1
  D2 antagonist: x
  TRHR enhancer: 6

Next results.
SMILES	D1 antag	TRHR agonist	RXFP1 antagonist	D2 potentiator	D1 potentiator	D2 agonist	D1 agonist	D2 antagonist	TRHR enhancer
Cc1cccc(N2CCN(C3(c4ccccc4)C(=O)c4ccccc4C3=O)CC2)c1C	-5	1.3	x	-3	-3	0.0	3	x	-5
Cn1nnc2c(N3CCN(c4ccccc4F)CC3)ncnc21	x	0.3	-22	16	-2	x	6	x	1
Cc1ccc(S(=O)(=O)NNC(=S)Nc2c(Cl)cccc2Cl)cc1	-4	0.6	-3	-4	1	0.1	6	6	-2
O=C(CSc1nncs1)N1c2ccccc2Sc2ccccc21	-14	-2.0	-5	10	-4	0.6	6	-10	13
CC(=O)c1ccc(NC(=O)C(C)OC(=O)C(C)Oc2cccc(C)c2)cc1 (stereo unspecified)	-8	-0.7	4	-2	0	-1.4	3	-3	-12
Cc1ccc(NC(=O)CC2Oc3ccc(C)cc3NC2=O)c(C)c1 (stereo unspecified)	-17&19	1.0&-0.1	5&-9	-2&-3	-3&-2	0.9	4&0	-4	-3&-6
